# DAX1 inh-1 = DAX1 (NR0B1) inhibition, primary screen; AID 652010; 370,000 tested, 1.1% active; inhibition, % at 6.8 µM; HEK293T StAR-luciferase reporter, SF-1/DAX-1 repression relief;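 active = inhibition above the mean over all tested compounds plus 3 SD, cut at about 3.6% in these data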;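 also: 0% = DAX-1 cells with DMSO and 100% = cells lacking DAX-1 with DMSO; higher inhibition means more luminescence from relief of DAX-1 repression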
# MBD2 DNA inh = inhibitors of human MBD2 binding to methylated oligonucleotide; Q9UBB5; TR-FRET; inhibition, % at 4.4 µM; 370,000 tested, 0.31% active; in the data active = inhibition above about 13%
# Target sequence (Q9UBB5 whole entry, looked up): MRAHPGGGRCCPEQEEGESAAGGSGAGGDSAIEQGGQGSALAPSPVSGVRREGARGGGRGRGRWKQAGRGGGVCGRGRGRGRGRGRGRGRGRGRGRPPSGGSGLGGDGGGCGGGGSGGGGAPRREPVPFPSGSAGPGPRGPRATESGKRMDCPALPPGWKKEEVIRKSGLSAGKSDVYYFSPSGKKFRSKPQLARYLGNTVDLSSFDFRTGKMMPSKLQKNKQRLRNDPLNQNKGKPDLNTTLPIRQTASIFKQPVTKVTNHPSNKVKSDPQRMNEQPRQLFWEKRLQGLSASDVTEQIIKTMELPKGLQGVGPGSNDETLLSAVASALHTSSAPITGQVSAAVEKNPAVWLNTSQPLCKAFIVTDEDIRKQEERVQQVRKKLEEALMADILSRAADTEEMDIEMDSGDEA
# NR1D1 modulator = Rev-erb alpha (human) modulation | P20393 | Rev-erbα–FITC-DNA binding, fluorescence polarization, 90 min | activity, % at 10 µM | 370,000 tested, 0.79% active;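 active = activity above about 14%, limit read from the data; passing the limit was not always enough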;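 also: 0% = DMSO wells with 35 nM protein and 100% = DMSO wells with 750 nM protein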
# PLC-gamma1 inh = PLC-gamma1 (human) inhibition, primary screen; purified PLC-gamma1, fluorogenic substrate, fluorescence; 370,000 tested, 0.84% active; P19174; inhibition, % at 12.2 µM; AID 720700; in the data active = inhibition above about 9.5%
# hgDAF12 agonist = activates the H. glycines DAF-12 receptor ligand-binding domain; HEK293 GAL4-hgDAF12 UAS-luciferase reporter, agonist luminescence; normalized to butyrate control; activation, % at 6.8 µM; 370,000 tested, 1.8% active; AID 687014;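 active = activation above a cutoff set at the mean of all screened compounds plus 3 SD, cut at about 10% in these data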;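 also: 0% = DMSO wells and 100% = sodium butyrate wells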
# PLC-beta3 inh = PLC-beta3 (human) inhibition, primary screen | Q01970 | Purified PLC-beta3, fluorogenic substrate, fluorescence | inhibition, % at 12.2 µM | 370,000 tested, 0.18% active; in the data active = inhibition above about 11%;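 also: 0% = median of compound wells on plate and 100% = full blocker control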
# DAX1 inh-2 = inhibits human nuclear receptor DAX1. HEK293 Gal4-DAX1 luciferase reporter, luminescence. P51843. AID 504766. inhibition, % at 6.75 µM. 340,000 tested, 0.99% active;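 active = inhibition above the mean over all tested compounds plus 3 SD, cut at about 4.2% in these data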;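 also: 0% = DAX1-transfected cells with DMSO and 100% = empty-vector control cells with DMSO; inhibition shows as a rise in luminescence from relieved DAX1 repression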
# Target sequence (P51843 207-470 limits assumed): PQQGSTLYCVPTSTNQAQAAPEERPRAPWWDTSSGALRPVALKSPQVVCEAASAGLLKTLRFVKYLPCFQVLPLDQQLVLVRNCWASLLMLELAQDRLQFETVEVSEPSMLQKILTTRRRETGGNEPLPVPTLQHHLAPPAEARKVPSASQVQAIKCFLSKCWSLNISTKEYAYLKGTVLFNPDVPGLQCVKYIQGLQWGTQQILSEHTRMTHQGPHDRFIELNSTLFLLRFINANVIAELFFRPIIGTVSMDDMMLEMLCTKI
# SMARCA2 activ = activators of SMARCA2 function | MG213 cells, MMTV-luciferase reporter, dexamethasone, overnight | activation, % at 9.1 µM | 370,000 tested, 1% active; in the data active = activation above about 7.8%;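 also: 0% = vehicle wells and 100% = reference activator wells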
# ssDAF12 agonist = activators of S. stercoralis DAF-12 nuclear receptor; activation, % at 6.8 µM; 370,000 tested, 1% active; HEK293 ssDAF-12/GRIP1 lit1-tk-luc reporter, luminescence; % of 3 µM dafachronic acid response;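 active = activation above the mean over all tested compounds plus 3 SD, cut at about 0.9% in these data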;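 also: 0% = DMSO-only wells and 100% = 3 µM delta7-dafachronic acid wells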
# ADAM17 inh = ADAM17 inhibition, QFRET primary screen; recombinant ADAM17, EDANS/DABCYL FRET peptide cleavage; 370,000 tested, 0.83% active; P78536; inhibition, % at 6.95 µM;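 active = inhibition above the mean of compounds lying between control limits plus 3 SD, set per campaign, cut at about 8.5% in these data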;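 also: 0% = DMSO-only wells as the low control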
# hcDAF12 agonist = H. contortus DAF-12 activation, primary screen. HEK293 hcDAF-12 lit1-tk-luc reporter, luminescence; 0% DMSO, 100% Δ7-dafachronic acid. activation, % at 6.8 µM. 370,000 tested, 1.4% active;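 active = activation above the mean of all tested compounds plus 3 SD, cut at about 5.5% in these data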;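 also: 100% = response to 3 µM Δ7-dafachronic acid high control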
# * marks the source's active call; other numbers are inactive results; / = no result given.
no.	SMILES	DAX1 inh-1	MBD2 DNA inh	NR1D1 modulator	PLC-gamma1 inh	hgDAF12 agonist	PLC-beta3 inh	DAX1 inh-2	SMARCA2 activ	ssDAF12 agonist	ADAM17 inh	hcDAF12 agonist
1	CC1Cc2ccccc2N1Cc1ccc([N+](=O)[O-])cc1 (centres undefined)	-1.0	5	-5	-2	0.2	-5	-0.6	1	-0.9	-2	-1.0
2	CCCNC(=O)N1CCC(C(=O)c2ccc(Cl)cc2)CC1	-0.4	-8	0	4	-2.5	4	-0.3	-5	-1.4	7	-1.2
3	N#Cc1cccc(NC(=O)Cn2c3[n+](c4ccc(C(F)(F)F)cc42)CCCCC3)c1	0.1	11	2	2	-1.1	2	-1.6	-2	-1.0	4	0.3
4	C[C@H]1CNC(=O)C(=O)N1C[C@H](Cc1ccc(O)cc1)NC(=O)CC12CC3CC(CC(C3)C1)C2	0.1	-4	-4	5	0.7	12*	0.6	-1	-1.2	2	1.1
5	Cc1sc2nc(SCC(=O)N(C)C)[nH]c(=O)c2c1C	0.0	-3	-2	-1	0.0	0	1.1	1	-1.1	1	0.0
6	O=C1NCCCC1C(=O)N/N=C/c1ccccc1 (centres undefined)	1.1	1	0	3	0.7	0	-0.3	8.8*	-1.4	0	-0.3
7	COc1ccc(-c2cc3c(o2)CCCC3OCCN2CCOCC2)cc1 (centres undefined)	4.7*	2	0	-27	3.5	-38	/	0	-1.0	-68	3.0
8	CN1OC[C@@H]2CN(C(=O)c3ccco3)[C@H](c3ccc(-c4ccc(C#N)cc4)cc3)C[C@@H]21	-0.8	-3	6	4	0.8	-2	1.4	1	-1.0	0	-1.1
9	Cc1cc(C)cc(C(=O)OCC(=O)NC(=O)NC2CCCC2)c1	-1.7	1	-1	4	-3.1	-7	0.2	-2	-1.5	-6	-0.9
10	Cc1cc(C)cc(C(O)c2ncc(-c3ccccc3C)[nH]2)c1 (centres undefined)	-0.6	0	-2	1	-1.6	-1	/	-1	-1.4	2	1.1
11	Cc1ccc2cc3cc(C(=O)NCc4ccc5c(c4)OCO5)oc3nc2c1	-0.2	9	-2	-5	1.2	-5	2.0	-4	-1.4	-8	-1.9
12	C[C@H](CO)N1C[C@H](C)[C@@H](CN(C)S(C)(=O)=O)OCc2cn(nn2)CCCC1=O	0.1	-7	0	1	0.2	1	/	0	-0.3	2	-0.3
13	COC(=O)[C@@]12CCCCC=C1N(CCc1ccc(Cl)cc1)C(=O)[C@H]2CC(=O)NCC1CCCCC1	-1.2	6	6	4	-0.2	2	/	-2	-0.2	1	-3.9
14	CC(=O)Nc1ccc(OCC(=O)c2cc(C)ccc2C)cc1	0.0	4	5	0	-0.4	3	0.4	-7	-0.9	6	0.2
15	Cc1cccc(/N=C/c2nc(-c3ccccc3Br)oc2O)n1	0.1	-1	-2	-4	4.9	-4	-0.5	0	-1.2	0	2.4
16	Cc1ccc(C(=O)CNc2ccccc2)cc1	0.3	6	0	-4	3.4	-7	0.8	3	0.3	-6	4.6
17	CCCCN(C(C)=O)c1c(CC)nc2ccc(C(=O)NCc3cccs3)cn12	0.6	-6	0	-14	2.8	-17	/	-5	-0.7	-12	-2.5
18	N#Cc1ccccc1NC(=O)CSC1=Nc2ccccc2C2CC=NN12 (centres undefined)	-0.4	-5	-3	-3	-1.0	-5	-0.9	3	-1.3	1	-0.3
19	Cc1ccc2c(=O)c(C(=O)c3ccc(F)cc3)cn(CC(=O)NCc3ccco3)c2n1	-1.2	2	-2	-11	1.1	-14	-0.1	-1	-1.0	-3	-2.8
20	CN1CCN(c2cccc3c2S(=O)(=O)N[C@@H](Cc2ccccc2)CO3)CC1	3.5	3	-5	-1	-0.3	2	/	-2	-1.2	-4	1.2
21	CCc1cc(=O)oc2cc(C)cc(OCC(=O)NCCCN3CCOCC3)c12	0.5	-1	5	-204	-0.5	-286	0.7	0	-0.8	-108	-0.7
22	Cc1ccc(S(=O)(=O)N2CCC(C(=O)N[C@@H](C)C(=O)NCC3CCCO3)CC2)cc1 (some centres undefined)	0.1	-1	-5	-3	0.0	0	-0.9	-4	-1.2	-2	-0.4
23	COc1ccc(-c2nn(-c3ccccc3)cc2CN2CCCO2)c(F)c1	-0.9	-1	4	-6	-0.7	-4	-0.6	1	-2.0	-4	-0.7
24	COc1ccc(-c2noc(CCN3C(=O)c4ccccc4C3=O)n2)cc1OC	0.2	1	11	-3	-3.8	0	-1.1	2	-1.5	-1	-2.2
25	COc1ccc(C2=C(c3ccccc3)OC(OC)c3cc(F)ccc32)cn1 (centres undefined)	-0.8	0	-9	1	-0.4	-5	/	-4	-1.3	2	-2.8
26	N=C1C(c2ccccc2)=C(O)CN1c1ccccc1	-0.2	-1	-5	-1	3.4	2	2.0	0	-1.3	-4	0.2
27	COCc1nnc(NC(=O)COc2ccc3c(c2)OCO3)s1	0.1	-3	-2	-3	0.9	-9	1.3	1	-1.0	0	4.2
28	Cc1ccc(-c2nc(CN(Cc3cnn(C)c3)C(C)C)c(C)o2)o1	-0.7	7	3	-69	0.5	-96	4.0	-4	-1.9	-76	0.2
29	CC(=O)Nc1cccc(-c2nnc(SCC(=O)N3CCCCC3)n2C)c1	-0.1	3	-2	4	1.1	5	-0.7	-2	-0.8	0	1.1
30	COc1ccc(C(=O)Nc2ccc(Cl)cc2C(=O)NCCO)cc1	0.1	-1	3	-5	-2.1	-5	-0.5	-1	-1.1	-6	-1.8

# Some of the entries so far, screen by screen:
[24] COc1ccc(-c2noc(CCN3C(=O)c4ccccc4C3=O)n2)cc1OC
[25] COc1ccc(C2=C(c3ccccc3)OC(OC)c3cc(F)ccc32)cn1 (centres undefined)

Compound	24	25
DAX1 inh-1	0.2	-0.8
MBD2 DNA inh	1	0
NR1D1 modulator	11	-9
PLC-gamma1 inh	-3	1
hgDAF12 agonist	-3.8	-0.4
PLC-beta3 inh	0	-5
DAX1 inh-2	-1.1	/
SMARCA2 activ	2	-4
ssDAF12 agonist	-1.5	-1.3
ADAM17 inh	-1	2
hcDAF12 agonist	-2.2	-2.8

# Among those listed so far, four have fluorine:
no.	SMILES	DAX1 inh-1	MBD2 DNA inh	NR1D1 modulator	PLC-gamma1 inh	hgDAF12 agonist	PLC-beta3 inh	DAX1 inh-2	SMARCA2 activ	ssDAF12 agonist	ADAM17 inh	hcDAF12 agonist
3	N#Cc1cccc(NC(=O)Cn2c3[n+](c4ccc(C(F)(F)F)cc42)CCCCC3)c1	0.1	11	2	2	-1.1	2	-1.6	-2	-1.0	4	0.3
19	Cc1ccc2c(=O)c(C(=O)c3ccc(F)cc3)cn(CC(=O)NCc3ccco3)c2n1	-1.2	2	-2	-11	1.1	-14	-0.1	-1	-1.0	-3	-2.8
23	COc1ccc(-c2nn(-c3ccccc3)cc2CN2CCCO2)c(F)c1	-0.9	-1	4	-6	-0.7	-4	-0.6	1	-2.0	-4	-0.7
25	COc1ccc(C2=C(c3ccccc3)OC(OC)c3cc(F)ccc32)cn1 (centres undefined)	-0.8	0	-9	1	-0.4	-5	/	-4	-1.3	2	-2.8

# The list continues:
no.	SMILES	DAX1 inh-1	MBD2 DNA inh	NR1D1 modulator	PLC-gamma1 inh	hgDAF12 agonist	PLC-beta3 inh	DAX1 inh-2	SMARCA2 activ	ssDAF12 agonist	ADAM17 inh	hcDAF12 agonist
31	Cc1ccc(NC(=S)/N=C(\N)Nc2nc(C)c3cc(C)ccc3n2)c(C)c1	0.0	1	-3	-12	-0.8	-16	-0.9	-2	-1.0	-11	0.1
32	CCn1c(SCC(=O)c2ccc(C)cc2)nnc1-c1ccncc1	0.1	2	-5	4	-2.7	0	-1.4	1	-1.4	-4	0.7
33	Cc1ccc(Cc2nnc(SCC(=O)Nc3ccc(C)cc3C)[nH]c2=O)cc1	-1.6	-2	4	4	0.1	5	-0.4	6	-1.1	1	-0.1
34	O=C(NCc1cccs1)c1cc2c(s1)CS(=O)(=O)C2	0.1	-3	-2	-2	-1.0	-2	-0.4	-1	-1.2	-6	-0.4
35	CCC(=O)Nc1cccc(NC(=O)c2ccc3c(c2)OCCO3)c1	0.8	3	-2	1	2.5	1	-0.5	1	-0.9	0	-0.6
36	O=C(c1ccc(Cl)c(S(=O)(=O)N2CCc3ccccc3C2)c1)N1CCN(c2ccccc2)CC1	-1.4	-2	14	8	-2.6	-3	-0.4	-4	-1.9	1	-2.2
37	O=C(Cc1cccs1)N1CCN(S(=O)(=O)c2ccc(F)c(F)c2)CC1	-0.3	-5	3	-2	1.4	-1	0.7	-2	-0.5	2	-0.6
38	CCOC(=O)Cc1csc(NS(=O)(=O)c2ccc(Br)cc2)n1	0.6	1	1	-9	-0.3	-3	-0.3	-2	-0.7	0	-0.3
39	CC1(C)OC(=O)C(=NNc2ccccc2[N+](=O)[O-])C(=O)O1	0.0	-1	-2	8	-2.5	1	0.9	3	-0.9	-3	-0.3
40	Cc1nn(C)cc1NC(=O)c1cc2nc(-c3ccco3)cc(C(F)(F)F)n2n1	-0.1	-1	4	-17	-1.5	-29	-0.5	1	-2.2	-5	-1.5
41	CCCNC(=S)Nc1ccc(Cl)cc1Cl	0.1	5	1	0	-1.5	1	-0.6	-2	-1.1	-1	-1.2
42	COc1cc(SC)ccc1C(=O)Nc1c(C)cccc1C	-0.6	1	1	1	0.0	-2	0.5	-2	-1.7	-3	-2.1
43	Cc1ccc(-c2cc(NC(=O)c3ccccc3)on2)cc1	1.2	10	5	-1	9.9	-3	3.9	1	0.4	-3	2.0
44	CCc1ccccc1N1CC23C=CC(O2)C(C(=O)OC)C3C1=O (centres undefined)	-0.5	-3	1	0	1.6	4	2.2	1	-0.1	-3	-1.9
45	Cc1cccc(N2CCN(S(=O)(=O)c3ccc4c(c3)NC(=O)CS4)CC2)c1C	-0.5	6	1	-4	0.4	-8	0.9	-6	-1.1	8	-0.8
46	COc1ccccc1CN1CCNC(=O)C1CC(=O)NCCC1=CCCCC1 (centres undefined)	0.9	1	-3	-3	-4.3	-6	0.6	1	-1.4	-2	-0.1
47	CC(=O)Nc1cccc(CNCc2cccc(NC(C)=O)c2)c1	0.2	0	9	6	-2.0	0	0.3	-1	-1.1	0	-2.6
48	Cc1cc(OCC(=O)N(Cc2ccco2)C2CCS(=O)(=O)C2)ccc1Cl (centres undefined)	-0.5	3	-4	-3	-0.4	-8	/	-4	-0.8	0	-1.8
49	COc1cccc(/C=C/C(=O)Nc2ccc3c(c2)OCCO3)c1	5.4*	-1	0	0	17*	3	1.4	5	-0.8	2	3.3
50	COc1ccc(CNC(=O)C(C)OC(=O)C23CC4CC(CC(O)(C4)C2)C3)cc1 (centres undefined)	0.0	1	-3	1	-5.0	2	0.0	-1	-1.1	1	0.1
51	COc1ccc(C(CNC(=O)COc2ccc(F)cc2Cl)N2CCOCC2)cc1 (centres undefined)	0.3	0	-4	-4	-2.2	-7	-1.5	3	-1.7	-3	-0.9
52	O=C(CSc1nnc(-c2ccc(O)cc2)n1Cc1ccccc1)NNC(=O)c1ccc(Br)cc1	-0.3	-5	0	0	-0.2	1	-0.7	1	-1.7	1	-0.5
53	COc1ccc(CNC(=O)OCCN2CCN(Cc3ccccc3)CCC2=O)cc1	-0.4	-4	3	-1	0.0	3	0.2	1	-1.4	-2	-1.8
54	N#Cc1c(SCC(=O)Nc2ccc(Cl)cc2Cl)sc2c(O)cc(=O)[nH]c12	0.2	3	-7	-13	-1.8	-21	1.4	7.8*	-0.8	0	1.9
